aGlu spleen mod: qHTS Assay for Inhibitors and Activators of Human alpha-Glucosidase From Spleen Homogenate; Lysosomal alpha-glucosidase (Homo sapiens), P10253; human spleen homogenate, 4-MU-alpha-glucoside fluorescence; Potency, µM (top dose mostly 79.9 µM), for the others: at the top dose activity change, negative = inhibition, usual class: inhibitors; 240,000 compounds, 0.006% hits; AID 2112, 2009;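 further: 0% = enzyme with vehicle and -100% = no enzyme basal signal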
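Human spleen homogenate (1 ug) with 4-methylumbelliferyl-alpha-D-glucopyranoside (1 mM final) in 50 mM citrate/phosphate pH 5.0, 0.01% Tween-20; 40 min at 37 C. Stopped at pH 10; 4-MU fluorescence Ex 365/Em 440 nm; AC50 by Hill fit.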
GAA glycogen mod: qHTS Assay for Inhibitors and Activators of Human alpha-Glucosidase Cleavage of Glycogen. AID 2100, 2009. Lysosomal alpha-glucosidase (Homo sapiens), P10253. recombinant GAA, glycogen substrate, Amplex Red glucose oxidase fluorescence. 300,000 compounds, 0.38% hits. Potency, µM (series often up to 76.4 µM), inactives show top-dose activity change, negative = inhibition, usual class: inhibitors;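 further: 0% = full enzyme reaction and -100% = no-enzyme basal signal; the screen sought inhibitors and activators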
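Recombinant human alpha-glucosidase (4 nM final) hydrolysed bovine liver glycogen (30 ug) for 40 min at 37 C in pH 5.0 citrate/phosphate with 0.01% Tween-20. Released glucose detected by glucose oxidase/Amplex Red, Ex 573/Em 610 nm. Compounds up to 77 uM; AC50 from Hill fits.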
Tau fluor counter: Counterscreen qHTS for Inhibitors of Tau Fibril Formation, Fluorescence Polarization. tau K18 P301L Alexa594 fluorescence, heparin fibrillization. Potency, µM (highest dose often 57.7 µM), without a hit: top-dose activity change, negative = decrease. 280,000 compounds, 0.93% hits; further: on the % scale 0 is the no-effect control and ±100 the full control effect; nearly all actives have a fitted effect of over 55% in size
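Human K18 P301L tau (15 uM unlabeled plus 0.24 uM Alexa 594-labeled, final) in 100 mM sodium acetate pH 7 was mixed with compound and 20 uM heparin and incubated 6 hr at 37 C.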
Tau FP inhib: qHTS for Inhibitors of Tau Fibril Formation, Fluorescence Polarization | Microtubule-associated protein tau (Homo sapiens), P10636 | K18 P301L tau heparin fibrillization, Alexa594 FP, 6 h | Potency, µM (highest dose often 57.7 µM), for the others: at the highest dose activity, negative = inhibition, hits mostly inhibitors | 280,000 compounds, 0.39% hits | AID 1468, 2008; further: on the % scale 0 is the no-effect control and ±100 the full control effect; nearly all actives have a fitted effect of over 55% in size
Target sequence (P10636 561-689 P618L limits assumed): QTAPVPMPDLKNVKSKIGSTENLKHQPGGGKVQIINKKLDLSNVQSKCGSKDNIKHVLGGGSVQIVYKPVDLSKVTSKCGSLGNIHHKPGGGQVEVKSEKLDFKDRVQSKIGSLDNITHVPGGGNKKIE
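Recombinant K18 P301L […], labeled with Alexa 594 at 0.24 uM over 15 uM unlabeled; heparin inducer 20 uM final; 37 C, 6 hr; FP endpoint.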
HTT ATP protect: qHTS Multiplex Assay to Identify Dual Action Probes in a Cell Model of Huntington: Cytoprotection (ATP). PC12 HTT-Q103 induced, cytoprotection, ATP luminescence, 40 h. Potency, µM (highest dose often 56.4 µM), for the others: cytoprotection (ATP increase), hits mostly activators. 230,000 compounds, 0.14% hits. AID 1471, 2008;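 further: % of control where 0% means no effect; nearly all actives have a fitted effect of over 45% in size; toxic huntingtin expression switched on by the ecdysone agonist tebufenozide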
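PC12 cells stably carrying ecdysone-inducible Htt exon 1 (Q103)–GFP were induced with 100 nM tebufenozide (final) alongside library compounds in a dose series. Cytoprotection was scored as retained ATP by ATPlite luminescence.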
GAA inhib: qHTS Assay for Inhibitors of Human alpha-Glucosidase as a Potential Chaperone Treatment of Pompe Disease; purified human GAA, 4-MU-alpha-glucoside fluorescence; Potency, µM (doses to about 76.9 µM), inactives show at the highest dose activity change, negative = inhibition, usual class: inhibitors; 200,000 compounds, 0.005% hits;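 further: plate controls were uninhibited enzyme wells for no effect and no-enzyme background for full effect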
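Compounds are titrated up to 77 uM against 4 nM human enzyme. Substrate 4-methylumbelliferyl-alpha-D-pyranoside (400 uM) reacts 20 min at room temperature in pH 5.0 buffer; liberated 4-methylumbelliferone is read at 440 nm.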
aGal spleen mod: qHTS Assay for Inhibitors and Activators of Human alpha-Galactosidase From Spleen Homogenate. 240,000 compounds, 0.008% hits. human spleen homogenate, 4MU-alpha-Gal fluorescence, 40 min. Potency, µM (series often up to 80 µM), for the others: at the top dose activity change, negative = inhibition, actives largely listed as inhibitors. Alpha-galactosidase A (Homo sapiens), P06280;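 further: 0% = enzyme with vehicle and -100% = no enzyme basal signal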
Target sequence (P06280 32-429 limits assumed): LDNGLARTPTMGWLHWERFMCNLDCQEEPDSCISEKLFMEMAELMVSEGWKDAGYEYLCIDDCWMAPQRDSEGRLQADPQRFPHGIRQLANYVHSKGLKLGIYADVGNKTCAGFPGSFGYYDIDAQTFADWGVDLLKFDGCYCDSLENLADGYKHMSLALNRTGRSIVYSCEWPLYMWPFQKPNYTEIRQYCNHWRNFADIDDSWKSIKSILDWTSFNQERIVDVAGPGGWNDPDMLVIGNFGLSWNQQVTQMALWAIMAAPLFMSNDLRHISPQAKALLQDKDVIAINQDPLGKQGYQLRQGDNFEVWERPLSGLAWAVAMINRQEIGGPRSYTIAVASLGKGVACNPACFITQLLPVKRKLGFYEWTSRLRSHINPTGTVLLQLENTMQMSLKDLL
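qHTS titration in buffer at pH 5.0. Alpha-galactosidase activity in spleen homogenate was measured via 4-methylumbelliferone release from 1 mM fluorogenic substrate after 40 min at 37C and a pH 10 stop. AC50 came from Hill fits of control-normalized data.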
Tau fibril ThT: qHTS for Inhibitors of Tau Fibril Formation, Thioflavin T Binding; recombinant tau K18 P301L (four-repeat tau fragment), heparin-induced fibrillization, ThT fluorescence; Potency, µM (titrated, usually from 57.4 µM), inactives show at the top dose activity, negative = inhibition, hits mostly inhibitors; 270,000 compounds, 2.1% hits; further: on the % scale 0 is the no-effect control and ±100 the full control effect; nearly all actives have a fitted effect of over 55% in size
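Heparin-induced fibrillization of the P301L-mutant K18 repeat-domain fragment of human tau was followed by ThT binding in quantitative high-throughput format.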
* marks the source's active call; other numbers are inactive results; u = inconclusive; x = not tested or not shown; & = joins results of further samples; [ ] = another dose, or the depositor's remark. The call rests on the fitted dose curve; in most records, active means well fitted curve in the direction sought with a large enough effect; inconclusive means small, poorly fitted or top-dose-only effect, or another doubt; inactive means no such curve, though single readings can be large; an effect the other way counts as inactive or inconclusive. Potency means the concentration at half of the fitted maximal effect. Hits appear at their usual frequency; about 3.3% have a hit in one of these screens.

SMILES | aGlu spleen mod | GAA glycogen mod | Tau fluor counter | Tau FP inhib | HTT ATP protect | GAA inhib | aGal spleen mod | Tau fibril ThT
O=C(O)C1CCCN1c1ncnc2c1oc1ccccc12 (configuration not stated) | 7% | 2% | -7% | -6% | 20%[10 µM] | -4% | 5% | -8%
COc1ccc(NC(=O)CN(C)C2CCCCC2)cc1Cl | 4% | 7% | -12% | -3% | 22%[10 µM] | -10% | 10% | -8%
COc1cccc2c(=O)n(CC(=O)Nc3cccc(F)c3)ccc12 | 5% | 14% | -8% | 3% | 24% | -5% | 5% | -3%
O=C(CSc1nnc2ccccn12)NC(=O)Cc1ccccc1 | -8% | 5% | 6% | 3% | -21% | 10% | 3% | 6%
CCCc1ccc(-c2cc(C(=O)NC3=NCCS3)c3ccccc3n2)cc1 | 1% | -2% | u | u | -28%[10 µM] | -9% | 2% | u
CCCCCS(=O)(=O)CCCCCCCCCCn1c(-c2ccc(O)cc2)c(C)c2cc(O)ccc21 | 6% | x | 7.9µM*[quencher] | u | -148%[inhibitor] | x | 6% | u
CCCn1c(SCC(=O)Nc2nnc(CC)s2)nnc1-c1ccco1 | 0% | 1% | -1% | 4% | 12% | 8% | -7% | -6%
O=C(/C=C/c1cccs1)c1ccc(NC(=O)c2cccc(Br)c2)cc1 | -4% | x | u | u | 0%[10 µM] | -13% | 9% | 7.1µM*
COC(=O)c1ccc(C2CC(=O)Nc3cc(OC)c(OC)c(OC)c32)cc1 (configuration not stated) | -17% | -18% | -9% | -3% | 4%[0.074 µM] | -7% | -1% | -14%
CCCNC(=O)c1noc2c1CCc1cc(OC)ccc1-2 | -11% | -4% | -15% | 0% | -143%[inhibitor] | 2% | 11% | u
CCCc1c(O)c2ccccc2n(-c2ccccc2)c1=O | 0% | 3% | -2% | -5% | u | 6% | u | -6%
O=C(N/N=C/c1cccc(O)c1)c1ccccc1O | 5% | -21% | -5% | 3% | x | x | -14% | -11%
Cc1nc(C(=O)NC2CC2)sc1C1(C)CC(c2ccccc2)=NO1 (configuration not stated) | -2% | 6% | 1% | -2% | 2%[10 µM] | x | -1% | -3%
COC(=O)c1ccc(OC(=O)c2ccco2)cc1 | -2% | 0% | 0% | 1% | 5% | 0% | -3% | -12%
O=C(CSc1nnc(-c2ccco2)n1Cc1ccccc1)OC1CCCCC1 | -23% | -1% | -9% | -2% | 13% | -2% | -9% | -17%
COc1ccc(CC(=O)Nc2ccc(-c3cn4cccc(C)c4n3)cc2)cc1OC | 9% | -6% | u | -6% | 0% | -10% | -1% | -28%
O=c1cc(-c2cccc(Br)c2)nc(-c2ccccc2F)o1 | -1% | 15% | 13% | 6% | -13%[10 µM] | 0% | -2% | 6%
CCc1nc(C)cn1S(=O)(=O)c1cc(C)c(OC)c(C)c1C | -4% | 6% | -10% | 4% | 15% | -12% | -5% | -18%
CNC(=O)CO/N=C/c1ccc(N(C)C)cc1 | -18% | 13% | -6% | 5% | 5%[10 µM] | 2% | -3% | -12%
CCOC(=O)c1cnc(SCCN2CCOCC2)nc1N | 5% | 15% | -10% | -7% | 12%[10 µM] | -3% | -5% | -9%
O=C(COC(=O)CCc1ccccc1)Nc1ncc(Cl)cc1Cl | 1% | 5% | -4% | 3% | 4% | -1% | -3% | -9%
O=C(CSc1nnnn1C1CCCCC1)Nc1ccc2c(c1)OCO2 | -1% | 5% | -12% | 8% | -6%[10 µM] | 13% | 6% | -12%
COc1ccc(N(CC(=O)N2CCCCC2)S(=O)(=O)c2ccc(OC)c(OC)c2)cc1 | x | 10%[76.3 µM] | -15% | u | x | x | x | -2%
CCCOc1ccc(C(=O)Nc2cc3nn(-c4ccc(CC)cc4)nc3cc2C)cc1 | x | 4%[76.3 µM] | -2% | -10% | x | x | x | -11%
Cc1ccc(C)c(S(=O)(=O)C(C#N)c2nc3ccccc3nc2N2CCOCC2)c1 (configuration not stated) | -9% | -1% | -16% | 12% | -4%[0.074 µM] | -6% | 7% | u
COc1ccccc1NC(=O)c1nn(-c2ccc(Cl)cc2)ccc1=O | -9% | 10% | -8% | 0% | -2%[10 µM] | 2% | -12% | -12%
O=C(c1cc2cc(Br)ccc2oc1=O)N1CCN(c2ccccn2)CC1 | -12% | 5% | -2% | -1% | 0%[0.074 µM] | 1% | 4% | -10%
CCn1c(SCC(=O)Nc2ccc3c(c2)OCCO3)nnc1-c1ccco1 | 0% | 7% | 3% | 2% | 2% | -13% | 2% | -12%
CCOc1c2ccc(C(=O)NCCCCc3ccccc3)cc2nn1C | -3% | -9% | -8% | 6% | -20% | 3% | 3% | u
Cc1cc(C)n(-c2nc3ccccc3n3cnnc23)n1 | -2% | 1% | 0% | -2% | 6%[0.074 µM] | -25% | -9% | 1%

An excerpt from above in order of their number in aGlu spleen mod, smallest number first.
| Molecule | aGlu spleen mod | GAA glycogen mod | Tau FP inhib | GAA inhib | Tau fibril ThT |
| --- | --- | --- | --- | --- | --- |
| CNC(=O)CO/N=C/c1ccc(N(C)C)cc1 | -18% | 13% | 5% | 2% | -12% |
| O=C(c1cc2cc(Br)ccc2oc1=O)N1CCN(c2ccccn2)CC1 | -12% | 5% | -1% | 1% | -10% |
| CCn1c(SCC(=O)Nc2ccc3c(c2)OCCO3)nnc1-c1ccco1 | 0% | 7% | 2% | -13% | -12% |

Grouped by structure: those above with fluorine (two)
SMILES | aGlu spleen mod | GAA glycogen mod | Tau fluor counter | Tau FP inhib | HTT ATP protect | GAA inhib | aGal spleen mod | Tau fibril ThT
COc1cccc2c(=O)n(CC(=O)Nc3cccc(F)c3)ccc12 | 5% | 14% | -8% | 3% | 24% | -5% | 5% | -3%
O=c1cc(-c2cccc(Br)c2)nc(-c2ccccc2F)o1 | -1% | 15% | 13% | 6% | -13%[10 µM] | 0% | -2% | 6%

(further entries)
SMILES | aGlu spleen mod | GAA glycogen mod | Tau fluor counter | Tau FP inhib | HTT ATP protect | GAA inhib | aGal spleen mod | Tau fibril ThT
O=C(COC(=O)Cc1c[nH]c2ccccc12)Nc1ccccc1 | -3% | 14% | -17% | 1% | 5%[1.9 µM] | -9% | -2% | -9%
O=C(/C=C/N1CCOCC1)c1cc2ccccc2o1 | -1% | 6% | -21% | -6% | 9%[10 µM] | -5% | -4% | u
COc1ccc(CCNC(=O)Cn2nnc(-c3ccccc3F)n2)cc1OC | -1% | 5% | -6% | -1% | 36% | 2% | -1% | -8%
CCOC(=O)c1c(C(F)(F)C(F)(F)C(F)(F)C(F)(F)F)n[nH]c1C | -9% | -13% | 4% | 14µM* | 3%[10 µM] | -14% | -9% | 1%
Cn1cnnc1SCCOc1ccc(Cl)cc1 | 2% | -6% | -6% | -2% | 5%[10 µM] | 4% | 6% | -4%
O=[N+]([O-])c1ccc(C(=S)N2CCCC2)cc1 | 2% | 1% | 1% | -1% | -5%[10 µM] | 4% | 5% | -9%
Cc1ccc(-n2cnc3ncnc(-c4ccccc4)c32)cc1 | 0% | 9% | -9% | -4% | -6%[10 µM] | 3% | -8% | -7%
CNC(=S)NNC(=O)c1cccn(Cc2cccc(Cl)c2)c1=O | -7% | -2% | -7% | -4% | 5% | -2% | -9% | -11%
Cc1ccc(CCNC(=O)CN(c2cc(C)cc(C)c2)S(=O)(=O)c2c(C)noc2C)cc1 | x | -1%&0%[76.3 µM] | -19% | -2% | x | x | x | -9%
COc1ccc(N2Cc3ccccc3C2=NC(=O)c2cccc([N+](=O)[O-])c2)cc1 | 3% | -15% | -22% | -3% | -7%[10 µM] | 3% | 9% | u
O=C(c1cccc(Cl)c1)N1CCC(c2nc3ccccc3o2)CC1 | x | -4%[76.3 µM] | 0% | 9% | x | x | x | 1%
Cc1nc(SCC(=O)Nc2ccc(Cl)cc2C(F)(F)F)[nH]c(=O)c1Cc1ccccc1 | x | -7%[76.3 µM] | -2% | -1% | x | x | x | -4%
CC(=O)c1cc2c(cc1NS(=O)(=O)c1ccccc1C)OCO2 | 6% | 1% | -7% | -1% | 4%[10 µM] | 6% | 8% | -1%
Cc1c(/C=N\NC(=O)C2COc3ccc(C(C)(C)C)cc3O2)c2ccccc2n1C (configuration not stated) | -5% | 3% | u | u | -4%[10 µM] | -3% | -7% | u
Cc1c(NC(=O)CSc2ccccc2F)c(=O)n(-c2ccccc2)n1C | -4% | 13% | 8% | 6% | -32% | 1% | 0% | 2%
Cc1ccc(N=Cc2ccc(N(C)C)cc2)cc1 | -3% | 6% | -10% | 6% | 7% | -12% | 4% | -11%
CC(C)C[C@H](NC(=O)c1nc[nH]c1C(=O)N1CCN(C(=O)OC(C)(C)C)CC1)C(=O)OCc1ccccc1 | -1% | -2% | -10% | u | 1%[10 µM] | x | 1% | -4%
COc1ccc2ccccc2c1C(O)c1nccn1C (configuration not stated) | 7% | 22% | -9% | -4% | 7% | -5% | 5% | -9%
O=C(Cc1ccccc1)NNC1=NS(=O)(=O)c2ccccc21 | 4% | -8% | 1% | 0% | 6%[10 µM] | -5% | -3% | 0%
O=C(Nc1ccc(F)cc1)N1CCC(c2nc3c(nnn3Cc3cccc(Cl)c3)c(=O)[nH]2)CC1 | 3% | -8% | u | -12% | -19%[10 µM] | -4% | 1% | -14%
CN(C)CCCN(C(=O)c1ccco1)c1nc2c(F)cccc2s1 | x | 1% | 3% | 4% | -39%[inhibitor] | -8% | 0% | -5%
CCOC(=O)c1ccc(N2C(=O)c3[nH]nc(-c4ccc(OCC)cc4)c3C2c2ccc(OC)cc2OC)cc1 (configuration not stated) | x | -11%[76.3 µM] | -28% | u | x | x | x | -1%
COc1ccc(/C(N)=N/OC(=O)c2ccc([N+](=O)[O-])c(C)c2)cc1OC | -4% | -17% | -20% | -5% | 0%[10 µM] | u | 1% | u
Nc1nc2c(F)cccc2s1 | 7% | 0% | -2% | -1% | -7%[10 µM] | -1% | 6% | -8%
